# TNAP inh no acc – TNAP (human) inhibition, acceptor-free conditions | inhibition, % at 20 µM | purified TNAP, CDP-star luminescence, 30 min | actives 0.26% (n = 200,000);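 active = tissue-nonspecific alkaline phosphatase inhibition above about 50% at 20 µM in the single-dose screen, limit read from the data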;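 note: 0% = DMSO negative control and 100% = EDTA positive control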
# TNAP inh hiacc – TNAP (human) inhibition, high acceptor; inhibition, % at 20 µM; purified TNAP, CDP-star luminescence, 1 M DEA; actives 0.03% (n = 200,000); P05186;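 active = over 50% inhibition of tissue-nonspecific alkaline phosphatase at 20 µM in the single-dose screen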;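 note: plate controls were DMSO wells for no effect and EDTA-quenched wells as full inhibition for full effect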
# Diaphorase inh – counter-screen for diaphorase-based assays: diaphorase inhibitors and chemical oxidizers; actives 0.69% (n = 190,000); diaphorase resazurin-to-resorufin fluorescence, NADH, 16 min; bacterial (C. kluyveri) enzyme, not human; inhibition, % at 20 µM;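 active = primary screen inhibition at 20 µM above a set limit, cut at about 50% in these data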;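 note: plate controls were DMSO with full reaction for no effect and wells lacking NADH for full effect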
#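 System: Diaphorase enzyme from Clostridium kluyveri | Amount: Enzyme working solution with 0.14 U/mL diaphorase | Benchmarks: No-NADH positive control and DMSO neutral control | Signal: Fluorescence of resorufin formed from resazurin, Ex 544/Em 590 nm | Schedule: 16-min room-temperature incubation before reading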
# FLuc act counter – affects firefly luciferase, flagging false hits in luciferase stimulation screens | ATPlite luciferase biochemical, luminescence, 10 min; 0 = ATP-free wells, 1 = DMSO control | activation factor at 10 µM | 200,000 tested, under 10 active;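 active = luciferase activation factor, scaled between plate controls, of at least 2 with compound at 10 µM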
# Target sequence (P08659 whole entry, looked up): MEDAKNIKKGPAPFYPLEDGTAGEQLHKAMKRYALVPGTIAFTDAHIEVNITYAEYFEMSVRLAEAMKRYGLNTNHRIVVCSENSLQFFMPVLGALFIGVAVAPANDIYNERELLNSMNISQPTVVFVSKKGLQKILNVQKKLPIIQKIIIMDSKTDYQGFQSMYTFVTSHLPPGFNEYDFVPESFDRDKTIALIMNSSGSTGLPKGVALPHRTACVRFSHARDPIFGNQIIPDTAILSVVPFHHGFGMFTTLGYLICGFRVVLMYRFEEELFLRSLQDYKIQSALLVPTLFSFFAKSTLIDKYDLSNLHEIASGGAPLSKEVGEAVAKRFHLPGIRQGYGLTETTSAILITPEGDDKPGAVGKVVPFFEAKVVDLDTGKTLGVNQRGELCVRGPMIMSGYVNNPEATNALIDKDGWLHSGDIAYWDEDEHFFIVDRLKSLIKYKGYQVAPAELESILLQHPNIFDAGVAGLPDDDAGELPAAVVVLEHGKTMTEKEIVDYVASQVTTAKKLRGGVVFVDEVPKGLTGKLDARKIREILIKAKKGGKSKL
#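 System: Luciferase/luciferin detection reagent, cell-free biochemical luciferase assay | Medium: PBS buffer for ATP | Dosing: Test compounds dosed from 2 mM stocks in 100% DMSO | Timing: 10 min at ambient temperature | Signal: Luminescence measurement of luciferase light output | Evaluation: Luciferase activation, seen as luminescence increase over controls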
# PMI act hi M6P – activators of human phosphomannose isomerase at near-saturating mannose 6-phosphate; coupled PMI enzyme assay, resazurin fluorescence, 20 min; stronger effect = higher value; 1 = untreated enzyme, 0 = substrate-free blank; actives 0.34% (n = 190,000); activation factor at 20 µM; AID 1216; P34949;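 active = activation factor of 2 or more at 20 µM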
# Target sequence (P34949 whole entry, looked up): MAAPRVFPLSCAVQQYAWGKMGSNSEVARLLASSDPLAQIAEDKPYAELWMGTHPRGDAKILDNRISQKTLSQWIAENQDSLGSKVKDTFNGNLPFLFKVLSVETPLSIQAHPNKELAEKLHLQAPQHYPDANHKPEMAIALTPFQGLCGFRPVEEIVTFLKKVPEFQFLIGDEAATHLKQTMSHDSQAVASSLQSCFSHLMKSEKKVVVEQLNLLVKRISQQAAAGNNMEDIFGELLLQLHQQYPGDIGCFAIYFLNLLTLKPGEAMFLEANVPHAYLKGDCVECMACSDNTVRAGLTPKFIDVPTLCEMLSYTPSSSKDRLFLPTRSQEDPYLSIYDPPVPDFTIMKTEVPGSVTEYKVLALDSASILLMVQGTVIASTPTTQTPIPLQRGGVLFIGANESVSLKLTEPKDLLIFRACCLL
#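 assay system = human phosphomannose isomerase with PGI, G6PDH, diaphorase coupling enzymes | quantity = 15 ng/mL PMI | incubation = enzyme reaction with compound 20 min at room temperature | medium = HEPES pH 7.4 buffer with MgCl2 and Tween-20 | compound dosing = one concentration, 20 µM, in 1% DMSO | measured by = Diaphorase-driven resazurin-to-resorufin fluorescence, excitation 544, emission 590 nm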
# TNAP act hiacc – increases human TNAP activity under high phosphate acceptor concentration. P05186. purified TNAP, CDP-star luminescence, 1 M DEA, 30 min; stronger effect = higher value; 0 = EDTA background, 1 = DMSO-only activity. activation factor at 20 µM. 200,000 tested, under 10 active;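 active = activation factor at least 2 at 20 µM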
#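 Test system – human TNAP · Doses – 20 µM single point · Incubation – 30 min, room temperature · Signal – luminescent substrate turnover signal · Read-out basis – activation factor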
# Diaph act CS – activates diaphorase or chemically reduces, flagging diaphorase assay artifacts; Diaphorase/resazurin coupled assay, resorufin fluorescence, 16 min; stronger effect = higher value; 1 = vehicle wells, 0 = NADH-free wells; activation factor at 20 µM; actives 0.005% (n = 190,000); AID 1229;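 active = diaphorase activity raised at least twofold by the compound at 20 µM; inactive = activation factor below 2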
#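 System – purified diaphorase enzyme from Clostridium kluyveri · Input – enzyme 0.07 U/mL final · Also added – final NADH 0.114 mM, resazurin 0.1 mM · Measured by – fluorescence of resorufin, 544 nm excitation, 590 nm emission · Timing – 16 min enzyme reaction, ambient temperature · Measure – resorufin increase flagging diaphorase activators or reducers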
# PMI act – phosphomannose isomerase (human) activation | P34949 | purified human PMI, coupled resazurin fluorescence, 20 min; stronger effect = higher value; 1 = vehicle control, 0 substrate-free wells | actives 0.005% (n = 190,000) | activation factor at 20 µM;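 active = activation factor of 2 or more at 20 µM, relative to plate controls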
# G6PDH CS – L. mesenteroides G6PDH inhibition counter-screen; inhibition, % at 5 µM; AID 1020; actives 0.12% (n = 200,000); Purified L. mesenteroides G6PDH, diaphorase/resazurin coupled fluorescence, 45 min; in the data active = inhibition above about 50%
# Efa HMGR inh – inhibitors of class II HMG-CoA reductase from Enterococcus faecalis. purified E. faecalis HMGR, NADPH absorbance 340 nm kinetic. inhibition, % at 10 µM. AID 1066. actives 0.41% (n = 190,000);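 active = inhibition above a set limit, the median over all tested compounds plus 3 SD, cut at about 9.5% in these data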;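 note: enzyme runs in reverse so mevalonate oxidation gives rising NADPH absorbance; 0% = complete reaction with DMSO and 100% = background rate lacking mevalonate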
# Active calls of the source: *.
entry	structure	Diaphorase inh	TNAP act hiacc	Efa HMGR inh	G6PDH CS	TNAP inh no acc	FLuc act counter	TNAP inh hiacc	Diaph act CS	PMI act	PMI act hi M6P
1	O=C(C1=C[C@@H](c2ccc3c(c2)OCO3)C[C@@H](OCc2ccc(CO)cc2)O1)N1CCOCC1	22	1.1	0	13	-10	1.1	-9	0.8	1	1
2	C/C(=C\C(=O)O)C12CC3CC(CC(C3)C1)C2	8	1	-2	13	-3	1	-3	0.9	0.9	1
3	CCCC(=O)Nc1ccc(N2CCN(C(=O)CCC)CC2)cc1	18	1	-5	3	-11	1	-2	0.8	0.9	0.8
4	CCOC(=O)C1=C(c2ccccc2)NC(=O)NC1c1ccc(N(C)C)cc1 (configuration not stated)	10	1.1	2	12	-6	1	-6	0.9	0.9	0.9
5	CCOC(=O)c1sc2nc(NC(=O)C(C)(C)C)sc2c1C	31	1.1	-7	-2	-15	0.8	-9	0.7	0.9	0.9
6	Cn1nc(-c2ccc(N3CCCCC3)c(NC(=O)c3ccco3)c2)c2ccccc2c1=O	16	1	2	-56	-14	1	3	0.8	0.9	0.8
7	CCOc1ccc(NC(=S)N(CCc2c(C)[nH]c3ccc(C)cc23)Cc2ccco2)cc1	0	1.1	4	14	-3	1.1	-7	1	1.1	1.1
8	COc1ccccc1N1CCN(C(=O)c2ccc(Cl)c(S(=O)(=O)NCc3ccco3)c2)CC1	3	1	1	6	-7	1	-4	1	0.9	1
9	CCCC(=O)NC(=S)Nc1ccccc1C(=O)OC	4	1	-4	6	10	1.1	-3	1	1.1	1.1
10	CCCOc1ccc(C(=O)NNC(=S)NC(=O)c2cc(-c3ccccc3)nc3ccccc23)cc1	1	1	0	-3	-7	1	-3	1	1.1	1.2
11	CN(C)C=NC(=O)c1cccn1-c1ncc(C(F)(F)F)cc1Cl	0	1	-5	-1	-14	1	-1	1	1.1	1
12	O=C(O)C1Nc2c(O)cc(Cl)c([N+](=O)[O-])c2C2C=CCC12 (configuration not stated)	71*	0.7	13*	12	65*	0.9	31	0.3	1.7	2.2*
13	Cc1c(C)n(CCC#N)c2ccc(Cl)cc12	17	1.1	1	10	-7	1.1	-7	0.8	1	1
14	Cn1c(CCNC(=O)c2cccs2)n[nH]c1=S	20	1	-4	2	8	1	-1	0.8	1.1	1.1
15	CC(C)Sc1nnc(CNC(=O)C23CC4CC(CC(C4)C2)C3)n1C1CCCCC1	21	1	-5	-15	-10	1	-1	0.8	0.9	0.9
16	CC(=O)Nc1ccc(C(=O)c2ccccc2)cc1	-4	1.1	0	2	-11	1	-6	1	1	1.1
17	N#CC(C(=O)Nc1ccc(Cl)c(Cl)c1)=C1Nc2ccccc2N1	1	1	-1	9	-7	1	0	1	1	1
18	O=C(CC12CC3CC(CC(C3)C1)C2)NCc1ccncc1	15	1	-8	-1	-19	1	-3	0.8	1	1.1
19	CCOC(=O)c1cc(-c2ccccc2)n(CCC(=O)N2CCN(c3ccc(OC)cc3)CC2)c1C	29	1.1	-3	-4	-8	1.1	-9	0.7	0.9	0.8
20	O=C1Cc2ccccc2C(=O)N1OCc1ccc(Cl)cc1	20	1	3	11	1	1.1	2	0.8	1.3	0.5
21	Cc1cc(C=C2C(=O)c3ccccc3C2=O)c(C)n1-c1cccc(C(=O)O)c1	17	0.8	3	2	16	0.6	21	0.8	1.1	1.1
22	CSc1ccc(S(=O)(=O)Nc2ccc3c(c2)OCCO3)cc1	13	1	-11	-8	8	1.1	-1	0.9	0.9	0.9
23	Cc1ccc(NS(=O)(=O)c2ccc(N3C(=O)CCC3=O)cc2)cc1	9	1	-1	10	-10	1	1	0.9	1	1
24	CCOC(=O)c1c(C)[nH]c(C(=O)COC(=O)c2[nH]c(C)c(C(C)=O)c2C)c1C	0	1	1	8	-5	1.1	-2	1	1.1	1.1
25	CN(C)c1ccc(C2SCCN2C(=O)c2ccc([N+](=O)[O-])cc2)cc1 (configuration not stated)	0	1	-9	0	1	1	3	1	1.1	1.1
26	O=C(c1cccs1)[C@@H]1[C@@H]2C(=O)N(Cc3ccc4c(c3)OCO4)C(=O)[C@@H]2C2c3ccccc3C=CN21 (some centres not stated)	11	1	-3	30	-5	1.1	-3	0.9	1.3	1.3
27	COc1cc(CC(=O)OCC(=O)Nc2ncc(Cl)cc2Cl)cc(OC)c1OC	22	1.1	-3	1	-13	1.1	-6	0.8	1	0.9
28	CC(=O)NCCc1nc2ccccc2[nH]1	8	1	0	4	-7	1	0	0.9	1.1	1
29	CCOC(=O)CSc1nc2sc(C)c(C)c2c(=O)[nH]1	14	1	2	20	-4	1	0	0.9	0.9	0.9
30	Cn1c(=O)c2[nH]cnc2n(-c2ccccc2)c1=O	7	1	0	2	-10	1	-3	0.9	0.9	1

# Random excerpt: 3 compounds from above
entry	structure	Diaphorase inh	TNAP act hiacc	Efa HMGR inh	G6PDH CS	TNAP inh no acc	FLuc act counter	TNAP inh hiacc	Diaph act CS	PMI act	PMI act hi M6P
28	CC(=O)NCCc1nc2ccccc2[nH]1	8	1	0	4	-7	1	0	0.9	1.1	1
19	CCOC(=O)c1cc(-c2ccccc2)n(CCC(=O)N2CCN(c3ccc(OC)cc3)CC2)c1C	29	1.1	-3	-4	-8	1.1	-9	0.7	0.9	0.8
18	O=C(CC12CC3CC(CC(C3)C1)C2)NCc1ccncc1	15	1	-8	-1	-19	1	-3	0.8	1	1.1

# Continuation.
entry	structure	Diaphorase inh	TNAP act hiacc	Efa HMGR inh	G6PDH CS	TNAP inh no acc	FLuc act counter	TNAP inh hiacc	Diaph act CS	PMI act	PMI act hi M6P
31	CN1C(=S)N(c2cccnc2)C(=O)/C1=C\c1ccc(C(C)(C)C)cc1	-4	1	-6	8	12	1	-4	1	1.2	1.1
32	N#Cc1c(-c2ccco2)ccn(Cc2cccc(F)c2)c1=O	14	1	6	7	-2	1	4	0.9	1.1	0.8
33	CCN1CCN(CC(O)COCc2ccccc2)CC1 (configuration not stated)	14	1	1	4	-7	1	0	0.9	0.9	0.9
34	CCOC(=O)c1cnc2c(OC)cccc2c1NCc1cccnc1	-3	1.1	0	10	-5	1.1	-6	1	1	1
35	O=C(NCCc1ccccc1)C(=O)NCC1CCNCC1	2	1	3	4	7	1.1	-2	1	1.1	1
36	Cc1csc(NC(=O)CSc2nc3ccccc3c(=O)[nH]2)n1	4	1	-6	4	-10	1	0	1	1	1.1
37	CN(/N=C/c1cccs1)c1cc(=O)n(C)c(=O)[nH]1	2	1	-2	3	-8	1.1	-1	1	1	0.9
38	CCOC(=O)Cc1csc(NC(=O)c2cc3ccccc3o2)n1	16	1.1	1	18	-5	0.6	-7	0.8	1.4	1.6
39	CCOC(=O)c1c(NC(C)=O)sc2c(OC)cccc12	5	1	1	10	4	1.1	-4	1	1	0.9
40	Cc1cc(C(F)(F)F)n(-c2ccc(N)cc2)n1	12	1	5	-1	-8	1.1	-3	0.9	1.1	1.1
41	Cc1cc2nc(C)n3c4ccccc4nc3n2n1	13	1	-3	1	-16	1	-4	0.9	1	1
42	COc1cc(NC(=O)Cc2cccs2)cc(OC)c1	24	1.1	0	-2	-17	1.1	-7	0.8	0.9	0.9
43	CCOc1ccc(OCC)c(S(=O)(=O)NC2CC(C)(C)NC(C)(C)C2)c1	4	1	0	0	-10	1.1	-4	1	1.1	1
44	COc1ccc(/C=C/C(=O)O)cc1S(=O)(=O)N1CCCc2ccccc21	12	1.1	-5	1	-12	1	-8	0.9	1	1
45	CC(NC(=O)C(=O)NCCCn1ccnc1)c1ccccc1 (configuration not stated)	15	1.1	-3	8	-10	1.1	-7	0.8	0.9	1
46	COc1ccc(OCCCC(=O)NCCc2ccccc2)cc1	3	1	-2	8	-18	1.1	1	1	0.9	1
47	COc1ccc(NC(=O)Nc2cc(F)ccc2C)cc1	13	1	-6	16	-8	1	-4	0.9	0.9	0.9
48	Cc1ccc(OCCCC(=O)Nc2nnc(C3CCCO3)s2)c(C)c1 (configuration not stated)	11	1.1	1	5	-11	1.1	-7	0.9	1	0.9
49	Cc1ccc(NC(=O)c2c([N+](=O)[O-])c(C(C)(C)C)nn2C)c(C)c1	15	1	1	-5	-10	1	2	0.8	0.9	1
50	O=c1[nH]c(SCc2ccc(Cl)cc2)nc2c1CCC2	13	1	1	11	-8	1	-3	0.9	0.9	0.9
51	CSc1nnc(C)c(=O)n1COC(=O)c1ccc(S(=O)(=O)N2CCCC2)cc1	-9	1	-2	4	-20	1	-2	1.1	1.1	1.1
52	CCN(CCCNC(=O)c1[nH]c(C)c(C(C)=O)c1C)c1cccc(C)c1	14	1	-5	-1	-7	1	-3	0.9	0.9	0.9
53	CN(C)c1ccc(-c2noc(C3CCN(S(=O)(=O)c4cccc(Cl)c4)CC3)n2)cc1	19	1.1	0	8	-11	1	-6	0.8	0.8	0.9
54	COc1ccc(OC)c(NC(=S)NCc2ccccc2OC)c1	9	1	-7	13	-4	1.1	-2	0.9	0.9	0.8
55	CC(NC(=O)c1ccc(=O)oc1)c1ccccc1 (configuration not stated)	1	1	-3	4	-2	1.1	-4	1	1.1	1.1
56	Cc1ccc(CON=C2CCN(c3ncc(C(F)(F)F)cc3Cl)CC2)cc1	11	1	2	4	-4	1	-1	0.9	0.9	1
57	O=C1NC(c2ccc(Br)cc2)Nc2sc3c(c21)CCC3 (configuration not stated)	19	1	-1	5	-6	1	2	0.8	1	1
58	COCCCNC(=O)CC(NS(=O)(=O)c1ccc(Cl)cc1)c1ccc(OC)cc1 (configuration not stated)	8	1.1	-2	0	-10	1.1	-7	0.9	1	1
59	Cc1cc(NC(=O)CSc2nc3c(c(-c4cccnc4)c2C#N)CCC3)no1	18	1	-1	9	-51	1.2	-5	0.8	1	1
60	N#C/C(=N\O)c1nc2ccccc2[nH]1	13	1	5	-2	-1	1	2	0.9	0.9	0.8
61	CC(OC(=O)c1oc2ccccc2c1CSC1CCCCC1)C(=O)NC(N)=O (configuration not stated)	9	1	0	9	2	1.1	0	0.9	0.7	0.9
62	CCC(C)(C)NC(=O)C(c1cccn1C)N(Cc1ccccc1)C(=O)Cn1nnc2ccccc21 (configuration not stated)	-15	1.1	0	6	-21	1	-6	1.1	1.1	1.1
63	COc1ccc(C(=O)OCC(=O)Nc2cc(C)on2)cc1S(=O)(=O)N1CCOCC1	10	1	1	1	-16	1.1	-4	0.9	1	1

# Bioassay records deposited in PubChem BioAssay by several laboratories.
